# Assay outcomes from PubChem BioAssay.
# KB-V1 cytotox: qHTS assay for MDR1-selective chemotherapeutics: Primary screen using the drug-selected MDR subline cells KB-V1; KB-V1 MDR cells viability, CellTiter-Glo, 72 h; Potency, µM (highest dose often 46.1 µM), without a hit: at the highest dose activity change, negative = cytotoxicity, hits mostly cytotoxic; 3.4% of 400,000 active; AID 1347076, 2019; further: potency means the concentration at half of the fitted maximal effect; on the % scale 0 is the no-effect control and ±100 the full control effect; nearly all actives have a fitted effect of over 60% in size
#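 Cytotoxicity toward P-gp-expressing KB-V1 cells was determined as loss of CellTiter-Glo luminescence after 72 h at 37 degrees C. Compounds were tested in quantitative HTS format across a concentration range, with curves fitted to normalized data.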
# KB-3-1 cytotox: qHTS assay for MDR1-selective chemotherapeutics: Primary screen using the parental adenocarcinoma cell KB-3-1. KB-3-1 viability, CellTiter-Glo ATP luminescence, 72 h. Potency, µM (top dose mostly 46.1 µM), inactives show at the top dose activity change, negative = cytotoxic, most hits filed as cytotoxic. 1.4% of 400,000 active. AID 1347075, 2019; further: potency means the concentration at half of the fitted maximal effect; on the % scale 0 is the no-effect control and ±100 the full control effect; nearly all actives have a fitted effect of over 60% in size
#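 Screening of KB-3-1 cells (DMEM, 10% FBS, phenol-red free) ran from lowest to highest compound concentration; after 72 h at 37 °C viability was read luminescently and curves fitted.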
# HT1080NT lethal: qHTS for induction of synthetic lethality in tumor cells producing 2HG: qHTS for the HT-1080-NT fibrosarcoma cell line | HT-1080-NT fibrosarcoma viability, CellTiter-Glo ATP luminescence, 48 h | Potency, µM (highest dose often 46.1 µM), for the others: top-dose activity, negative = less viability, actives largely listed as cytotoxic | 1.6% of 360,000 active;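 further: NT is the 2HG producing partner of a matched IDH1 knockdown line; potency means the concentration at half of the fitted maximal effect; 0% = DMSO-treated cells and -100% = media-only wells without cells; nearly all actives have a fitted effect of over 55% in size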
#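 Toxicity toward the 2HG-producing NT line was scored as %Activity, normalised to DMSO and no-cell wells, from CellTiter-Glo luminescence after 48 hours' treatment.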
# SW480 rerep: A quantitative high throughput screen for small molecules that induce DNA re-replication in SW480 colon adenocarcinoma cells. Potency, µM (highest dose often 46.1 µM), without a hit: at the highest dose re-replication activation, hits mostly activators. 1.8% of 340,000 active. AID 624297, 2012. SW480 DNA re-replication, Hoechst DNA content imaging, 48 h; further: potency means the concentration at half of the fitted maximal effect; % of control where 0% means no effect; nearly all actives have a fitted effect of over 55% in size
#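 DNA re-replication was detected as more nuclei of elevated Hoechst intensity after 48 hr exposure to compound (23 nL pinned per well of 250 cells).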
# HT1080 IDH1KD tx: qHTS for induction of synthetic lethality in tumor cells producing 2HG: qHTS for the HT-1080-IDH1KD cell line. HT-1080 IDH1 knockdown viability, ATP luminescence, 48 h. Potency, µM (titrated, usually from 46.1 µM), without a hit: at the highest dose activity, negative = toxicity, usual class: cytotoxic. 2% of 360,000 active;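 further: potency means the concentration at half of the fitted maximal effect; 0% = DMSO wells and -100% = cell-free medium wells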
#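 Luminescent ATP read-out (CellTiter-Glo, 10 min at room temperature) after 48 h compound exposure at 37 °C gave viability of IDH1-knockdown HT-1080 cells. Activity was normalised to DMSO and cell-free wells, then fitted as concentration-response curves.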
# D3 ag: qHTS of D3 Dopamine Receptor Agonist: qHTS; 0.58% of 410,000 active; D3R DiscoveRx beta-arrestin cells, luminescence, 90 min; D(3) dopamine receptor (Homo sapiens), P35462; max activation, %; AID 652048, 2013; in the data active means max activation above about 30%; further: 0% is about no effect; mostly tested at two doses, the higher about 12 µM
# Target sequence (P35462 whole entry, looked up): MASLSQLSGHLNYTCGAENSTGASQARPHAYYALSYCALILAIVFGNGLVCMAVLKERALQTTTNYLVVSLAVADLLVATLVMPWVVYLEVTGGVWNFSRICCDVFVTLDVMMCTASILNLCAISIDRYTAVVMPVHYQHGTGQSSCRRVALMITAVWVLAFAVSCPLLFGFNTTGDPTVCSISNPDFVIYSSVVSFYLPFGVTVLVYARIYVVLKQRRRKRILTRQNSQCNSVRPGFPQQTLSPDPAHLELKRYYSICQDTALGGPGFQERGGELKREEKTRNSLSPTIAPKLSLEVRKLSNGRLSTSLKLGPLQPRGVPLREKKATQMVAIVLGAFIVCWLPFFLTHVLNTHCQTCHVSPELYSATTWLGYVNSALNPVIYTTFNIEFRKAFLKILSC
#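 Cells at 1500/well, incubated overnight, then treated with pinned compounds (dopamine as control) for 90 min at 37 degrees C. DiscoveRx reagent added for 30 - 60 minutes at room temperature; luminescence read.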
# IL1B secr inh: qHTS for Inhibitors of Inflammasome Signaling: IL-1-beta AlphaLISA Primary Screen | THP-1 LPS/ATP IL-1B secretion, AlphaLISA, 16 h; active compounds read low | activity change, % at 57.5 µM | 4.7% of 360,000 active | AID 743279, 2014; in the data active means activity change below about -50%; inconclusive means mostly about -30% to -49%; further: on the % scale 0 is the no-effect control and ±100 the full control effect
#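 THP-1 cells pretreated 1 hr with compounds (up to 57.5 uM final), then stimulated with LPS (250 ng/mL final) plus ATP (1.25 mM final); secreted IL-1B measured by AlphaLISA after 16 hr, decreased signal indicating inhibition.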
# GLP-1R agonist: qHTS of GLP-1 Receptor Agonists; 0.007% of 380,000 active; Potency, µM (series often up to 45.6 µM), for the others: at the top dose activation, most hits filed as activators; HEK293 GLP-1R CRE-luciferase, luminescence, 4-6 h; cells express a hypersensitive GLP-1R form; further: potency means the concentration at half of the fitted maximal effect; % of control where 0% means no effect
# Target sequence (P43220 whole entry, looked up): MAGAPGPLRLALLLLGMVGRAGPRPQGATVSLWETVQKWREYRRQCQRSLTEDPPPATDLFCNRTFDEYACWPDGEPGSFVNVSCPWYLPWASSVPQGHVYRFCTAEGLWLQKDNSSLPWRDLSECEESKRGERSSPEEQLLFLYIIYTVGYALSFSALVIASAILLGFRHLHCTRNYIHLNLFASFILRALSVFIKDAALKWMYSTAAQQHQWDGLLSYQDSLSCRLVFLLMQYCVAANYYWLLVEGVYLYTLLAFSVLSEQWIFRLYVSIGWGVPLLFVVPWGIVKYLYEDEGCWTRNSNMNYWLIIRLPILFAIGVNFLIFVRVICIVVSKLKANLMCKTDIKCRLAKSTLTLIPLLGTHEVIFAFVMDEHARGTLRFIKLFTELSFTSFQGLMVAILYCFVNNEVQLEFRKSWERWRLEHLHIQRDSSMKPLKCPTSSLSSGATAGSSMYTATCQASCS
# DRD3 antagonist: qHTS of D3 Dopamine Receptor Antagonist: qHTS; D(3) dopamine receptor (Homo sapiens), P35462; D3R cells, DiscoveRx beta-arrestin luminescence, antagonist mode; active compounds read low; max response, negative = inhibition, %; 2.5% of 360,000 active; AID 652054, 2013; in the data active means max response below about -50%; inconclusive means no clear call, values can overlap the other calls; further: on the % scale 0 is the no-effect control and ±100 the full control effect; mostly tested at two doses, the higher about 12 µM
#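 Cells plated overnight at 1500 cells/well, then exposed to library compounds with dopamine controls for 90 minutes at 37 degrees C. DiscoveRx reagent added for 30–60 minutes at room temperature; luminescence read, quantitative HTS format.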
# Numbers without * were called inactive; ? = inconclusive; . = not tested or not shown; & = joins results of further samples; [ ] = another dose, or the depositor's remark. Unless noted, the call rests on the fitted dose curve; in most records, active means well fitted curve in the direction sought with a large enough effect; inconclusive means small, poorly fitted or top-dose-only effect, or another doubt; inactive means no such curve, though single readings can be large; an effect the other way counts as inactive or inconclusive.
SMILES,KB-V1 cytotox,KB-3-1 cytotox,HT1080NT lethal,SW480 rerep,HT1080 IDH1KD tx,D3 ag,IL1B secr inh,GLP-1R agonist,DRD3 antagonist
C[C@@H]1CN([C@H](C)CO)C(=O)CCCn2nncc2CO[C@@H]1CN(C)S(=O)(=O)c1ccc2c(c1)OCCCO2,-23%,-12%,-5%,.,-1%,-11,-22,3%,0
O=C1Nc2cc(Cl)c(Cl)cc2N(O)N1c1ccc(Cl)c(Cl)c1,11%,20%,0%,-2%,1%,-3,16,-8%,6
O=[N+]([O-])c1ccn(-c2nc(-c3cccs3)cc(C(F)(F)F)n2)n1,-4%,16%,0%,-18%,12%,3,-19,10%,10
CCOCCCN(C(=O)Cn1nnc(-c2ccc(OC)c(OC)c2)n1)C(CC)C(=O)NC1CCCC1 (centres undefined),?,2%,0%,12%,-2%,4,-25,17%,8
CC1=NN(C(N)=S)C(=O)C1N=Nc1c(Br)cc(Br)cc1Br (centres undefined),-17%,?,-12%,16%[1.84 µM],?,12,8,-5%,-12
O=C(NCCCN1CCOCC1)c1cc(C(=O)C2CCCCC2)c[nH]1,-9%,-13%,14%,4%,15%,1,5,0%,-5
CCOc1cc(/C=N\NC(=O)c2ccc(NC(=O)C(C)(C)C)cc2)ccc1OC(=O)c1ccc(C)cc1,6%,-6%,11%,0%,7%,2,-5,23%,0
Cc1ccc(C(=O)NC2CCN(S(=O)(=O)c3ccc(C)cc3)CC2)cc1,4%,-2%,3%,-2%,18%,-7,-15,0%,-4
O=C(COC(=O)Cc1ccc(Cl)cc1Cl)Nc1ccccc1OC(F)F,5%,-4%,13%,-1%,11%,6,14,14%,19
CCc1nc(N2CCCC2C(=O)O)c2oc3ccccc3c2n1 (centres undefined),0%,-5%,-1%,-10%,4%,1,13,0%,19
Cc1ccc(N(CC(=O)NCC(O)c2ccccc2)S(=O)(=O)c2ccc(C)cc2)cc1 (centres undefined),-32%,-15%,-14%,4%,-5%,-22,-94*,9%,3
O=Cc1cnc(N2CCOCC2)nc1,-2%,16%,?,-1%,13%,3,-1,1%,0
COc1cccc2cc(C(=O)N3CCc4ccccc4C3)c(=O)oc12,-16%,-3%,15%,-5%,8%,-6,18,4%,2
COCC(=O)Nc1ccc(N2CCCC2)c(S(=O)(=O)Nc2ccccc2OC)c1,-2%,3%,-1%,-1%,-2%,-5,-19,-3%,-17
Cc1cc(=O)[nH]c(N/N=C/c2ccccn2)n1,?,?,?,4.1µM*,?,0,89,7%,2
CCCN1C(=O)CSC1=Nc1ccccc1,3%,2%,10%,-2%,-1%,-6,5,9%,-3
COc1ccc(-n2c(=O)c3ccccc3n(CC(=O)OCc3ccccc3)c2=O)cc1OC,-11%,20%,9%,1%,-6%,10,1,-3%,18
Nc1c(-c2cccs2)cnn1-c1nc(-c2ccc(Cl)cc2Cl)cs1,-10%,-5%,-28%,-4%,?,-2,-13,-4%,-2
CCC(C)NC(=O)CSC1=Nc2ccccc2C2=NC(c3ccccc3)C(=O)N12 (centres undefined),16µM*,9%,1%,-11%,6%,-11,-6,1%,-13
Cc1ccc(Cn2cccc(NC(=O)NC3CCCCC3)c2=O)cc1,-3%,1%,-19%,11%,-26%,1,1,4%,11
N#CCCn1cc(/C=N/O)c(-c2ccc(-c3ccccc3)cc2)n1,-34%,?,?,?,?,-4,-19,-2%,2
O=C(NCC(=O)N(CC1CCCO1)C1(C(=O)NC2CCCC2)CCCCC1)c1ccccc1 (centres undefined),15µM*,2%,5%,-3%,3%,3,-7,-5%,13
CCC(=O)OCc1c(C(F)(F)F)nn(C)c1Oc1cccc(C(F)(F)F)c1,-2%,5%,7%,1%,-5%,2,3,-7%,4
N#Cc1ccc(C(=O)N2CCCCC2c2cc(C(=O)Nc3cccc(C#N)c3)no2)cc1 (centres undefined),-5%,0%,14%,.,3%,0,-30,-4%,-5
CS(=O)(=O)Oc1ccc2c(c1)O/C(=C\C=C\c1ccccc1)C2=O,?,-3%,-2%,-8%,1%,-2,-1,21%,0

# Going on with the list.
SMILES,KB-V1 cytotox,KB-3-1 cytotox,HT1080NT lethal,SW480 rerep,HT1080 IDH1KD tx,D3 ag,IL1B secr inh,GLP-1R agonist,DRD3 antagonist
CCc1cccc(NS(=O)(=O)c2c(C)[nH]c(=O)[nH]c2=O)c1,-4%&3%,24%&8%,0%,3%,6%,0&2,4,-5%,1
O=[N+]([O-])c1ccc2c(c1)c(-c1ccccc1)nc1nncn12,-4%,2%,0%,2%,-16%,0,6,8%,4
O=C(CC1Oc2ccccc2NC1=O)NCCCN1CCCC1=O (centres undefined),10%,-8%,?,3%,-3%,1,13,-3%,-10
N#Cc1ccccc1OCC(=O)Nc1ccc2c(c1)OCCCO2,-2%,12%,18%,-25%,11%,2,-28,19%,2
CC(C)NC(=O)CN1CCN(Cc2nc(C(c3ccccc3)c3ccccc3)no2)CC1,?,?,13%,19%,10%,2,0,4%,-2
CCOCCCNC(=O)N1CCOCC1,-4%,5%,-7%,-10%,-4%,1,-3,-9%,13
Nc1nc(N2CCN(c3ccc(Cl)cc3)CC2)n[nH]1,4%,-11%,5%,1%,18%,10,4,7%,-3
CN1CCC[C@@H]1CCNC(=O)c1cccc2c1C(=O)c1ccc(N3CCCC3)cc1S2(=O)=O,0%,2%,0%,-7%,-1%,4,-7,2%,-11
COc1ccc(Cl)cc1C(=O)Nc1cccnc1,?,22%,3%,?,3%,2,-9,18%,1
NC(=O)c1ccc(-n2c(CCC(=O)O)ccc2-c2cccs2)cc1,0%,22%,1%,?,0%,3,11,15%,9
CCOC(=O)c1cc(NC(=O)C2C3C=CC(O3)C2C(=O)O)cc(C(=O)OCC)c1 (centres undefined),22%,12%,14%,-7%,13%,11,24,11%,-21
CCCS(=O)(=O)NC(=O)C1(C)CCCN(C(=O)c2cc(OC)c(OC)c(OC)c2)C1 (centres undefined),3%,0%,22%,.,17%,5,0,0%,18
O=C(CN1C(=O)/C(=C2\SC(=S)N(CCS(=O)(=O)O)C2=O)c2ccccc21)Nc1cccc(Br)c1,-9%,-7%,2%,11%,-7%,-6,23,-1%,-27
CNc1c(NS(=O)(=O)c2ccc(C3CCCCC3)cc2)c(=O)oc2ccccc12,30%,26%,21%,-7%,14%,-1,16,-1%,5
OCCN(Cc1ccccc1)C(=S)Nc1ccc(F)cc1,?,0%,8%,-10%,0%,5,41,-3%,18
COc1cccc(NC(=O)CNC(=O)c2ccc([N+](=O)[O-])cc2)c1,7%,14%,20%,34%,6%,-7,58,4%,5
CCN(Cc1ccccc1)C(=O)C1CCC(CNc2c(N3CCOCC3)c(=O)c2=O)CC1 (centres undefined),-19%,-3%,-14%,-1%,2%,3,26,0%,4
Cc1ccc(S(=O)(=O)N2C[C@H]3C(=O)C[C@@H](c4ccccc4)N(S(=O)(=O)c4ccc(C)cc4)[C@H]3C[C@H]2c2cccc(Cl)c2)cc1,-5%,-10%,3%,.,-3%,5,11,2%,6
Cc1noc(C)c1C(=O)OC(C)C(=O)Nc1ccc(S(=O)(=O)NC(C)C)cc1 (centres undefined),-9%,0%,1%,.,0%,-2,3,6%,4
COc1ccccc1-c1noc(CCC(=O)Nc2ccccc2Cl)n1,0%,-4%,4%,-3%,13%,-4,0,16%,-4
CC(C)c1ccc(CN2C(=O)NC3(CCCCCC3)C2=O)cc1,?,?,-20%,-1%,-3%,-9,-17,11%,0
O=NN(CCCl)C(=O)NCCCl,4%,0%,20%,-5%&-1%,4%,5&2,33,0%&17%,-3
CCOC(=O)c1c(-c2ccc(OC)cc2)csc1/N=C/C1C(=O)CCCC1=O,0%,-18%,?,?,18µM*,-7,-18,19%,-4
CC(C)(C)NC(=O)C(c1cccc2ccccc12)n1c(=O)c(-c2ccccc2)nc2ccccc21 (centres undefined),-17%,-21%,-20%,.,-1%,-8,17,.,-15
COc1ccc(/C=N/NC(N)=S)cc1OC(=O)c1cccc2ccccc12,?,?,-29%,?,?,-4,-8,9%,-22

# Next section; it opens with the three that closed the last part.
SMILES,KB-V1 cytotox,KB-3-1 cytotox,HT1080NT lethal,SW480 rerep,HT1080 IDH1KD tx,D3 ag,IL1B secr inh,GLP-1R agonist,DRD3 antagonist
CCOC(=O)c1c(-c2ccc(OC)cc2)csc1/N=C/C1C(=O)CCCC1=O,0%,-18%,?,?,18µM*,-7,-18,19%,-4
CC(C)(C)NC(=O)C(c1cccc2ccccc12)n1c(=O)c(-c2ccccc2)nc2ccccc21 (centres undefined),-17%,-21%,-20%,.,-1%,-8,17,.,-15
COc1ccc(/C=N/NC(N)=S)cc1OC(=O)c1cccc2ccccc12,?,?,-29%,?,?,-4,-8,9%,-22
O=C(C/C=N\OCc1ccc([N+](=O)[O-])cc1)Nc1ccc(F)cc1F,?,4%,12%,-1%,8%,1,32,8%,-2
COc1ccc(CCNC(=O)CSc2nc(O)c(CC(C)C)c(=O)[nH]2)cc1OC,0%,9%,2%,1%,4%,3,3,9%,-1
Cc1ccc(NC(=O)C2CCCN(S(=O)(=O)c3cccs3)C2)cc1 (centres undefined),-13%,-3%,-3%,106%,0%,2,-5,-16%,-4
COC(=O)c1ccccc1S(=O)(=O)N(CCCN1CCOCC1)Cc1cccs1,-2%,-2%,1%,-8%,11%,4,-2,4%,?
COc1ccc2c(c1)C(c1ccccc1)=NNC(c1ccco1)=N2,-17%,0%,4%,-2%,5%,13,-7,12%,-15
CC(C(=O)NCc1cccs1)N1C(=O)c2ccccc2C1=O (centres undefined),0%,13%,6%,0%,5%,4,18,-10%,0
